# High-throughput results as filed in PubChem.
# ABHD4 inh – inhibits mouse alpha/beta hydrolase domain 4. Q8VD66. purified mABHD4, FP-Rh probe fluorescence polarization. inhibition, % at 8.92 µM. hit rate 0.54% among 370,000. AID 720543;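 active = inhibition exceeding the mean over every tested compound plus 3 SD, cut at about 30% in these data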;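 note: 0% = plate median of compound wells and 100% = S159A mutant with DMSO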
#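 Assay system: Wild-type mouse ABHD4 protein | Medium: HEPES pH 7.0 buffer, 150 mM NaCl, 0.01% Pluronic F-127 | Incubation: Enzyme–compound pre-incubation 45 min, then probe 60 min, both 25 °C | Technique: Fluorescence polarization with parallel and perpendicular emission, 525/598 nm | Evaluation: % inhibition of FP-Rh probe binding versus controls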
# PG9 binder – PG9 antibody binding by small molecule; hit rate 0.43% among 360,000; TR-FRET gp120-PG9 antibody binding; AID 624416; inhibition, % at 6.7 µM; in the data active = inhibition above about 8.5%
# TCR-CD3 inh – blocks the human TCR-CD3 interaction; AID 651800; TAMRA-labeled TCR probe fluorescence, biochemical; inhibition, % at 9.4 µM; hit rate 0.37% among 360,000; in the data active = inhibition above about 19%;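 note: recombinant mutant TCR 2C K166C tagged with TAMRA read by polarization; 0% = receptor in buffer alone and 100% = receptor with positive control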
# PRMT1 FP inh – inhibitors of human PRMT1 | Q99873 | recombinant PRMT1, activity-based probe fluorescence polarization | inhibition, % at 2.79 µM | hit rate 1.3% among 370,000;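 active = inhibition above about 21% made by adding two undisclosed values, limit read from the data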
# NR1D1 modulator – modulators of human Rev-erb alpha DNA binding | P20393 | Rev-erbα–FITC-DNA binding, fluorescence polarization, 90 min | activity, % at 10 µM | hit rate 0.79% among 370,000;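 active = activity above about 14%, limit read from the data; passing the limit was not always enough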;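 note: 0% = DMSO wells with 35 nM protein and 100% = DMSO wells with 750 nM protein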
# SIAE primary – blocks human sialic acid acetylesterase; Q9HAT2; SIAE FP-Rh probe binding, fluorescence polarization; inhibition, % at 9.66 µM; hit rate 0.69% among 370,000; AID 1053197;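 active = inhibition above a cutoff: mean of compounds within the control limits plus 3 SD of those, cut at about 17% in these data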;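 note: 0% = plate median of compound wells and 100% = probe without SIAE protein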
# rCAG RNA binder – molecules binding r(CAG) RNA repeats; r(CAG) RNA repeat, TO-PRO-1 dye displacement fluorescence; inhibition, % at 3 µM; hit rate 1.3% among 370,000; AID 651821;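 active = inhibition above the plate cutoff, the mean of all test compounds on that plate plus 3 SD, cut at about 35% in these data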;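 note: 0% = DMSO alone and 100% = 100 µM mitoxantrone as full dye displacement; higher means more dye released from RNA so lower well fluorescence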
# LEDGF integ inh – blocks HIV-1 LEDGF/p75-dependent DNA integration | TR-FRET IN-LEDGF/p75 DNA integration, Eu/Cy5 | hit rate 0.64% among 370,000 | inhibition, % at 3.7 µM;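 active = inhibition above the screen-wide mean plus 3 SD, cut at about 13% in these data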;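 note: signal is the Cy5 over europium emission ratio at 671 and 618 nm; 0% = plate median of compound wells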
# TDP2 absorb – blocks human TDP2 phosphodiesterase activity. O95551. recombinant TDP2, T5PNP hydrolysis, p-nitrophenol absorbance 415 nm. inhibition, % at 12.8 µM. hit rate 0.34% among 370,000. AID 720702;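 active = inhibition above the mean of all tested compounds plus 3 SD, set per campaign, cut at about 25% in these data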;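 note: 0% = DMSO with enzyme and 100% = buffer with substrate but no TDP2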
# Target sequence (O95551 whole entry, looked up): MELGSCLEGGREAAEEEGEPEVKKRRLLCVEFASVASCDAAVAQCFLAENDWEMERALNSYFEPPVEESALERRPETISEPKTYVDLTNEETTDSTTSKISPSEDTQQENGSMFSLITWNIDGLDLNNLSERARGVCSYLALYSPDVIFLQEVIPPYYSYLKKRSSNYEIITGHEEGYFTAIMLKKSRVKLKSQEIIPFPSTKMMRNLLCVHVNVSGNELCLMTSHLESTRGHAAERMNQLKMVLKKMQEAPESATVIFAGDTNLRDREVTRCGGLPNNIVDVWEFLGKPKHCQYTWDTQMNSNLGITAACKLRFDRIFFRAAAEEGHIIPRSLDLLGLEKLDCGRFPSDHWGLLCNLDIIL
#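 System – recombinant human TDP2 · Quantity – TDP2 enzyme at 120 nM final · Doses – single concentration, 12.8 µM nominal, with 1% DMSO · Incubation – 2 h at 37 °C · Measured by – epi absorbance of p-nitrophenol freed from T5PNP by hydrolysis · Read-out – % inhibition relative to enzyme-containing and enzyme-free wells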
# HTRA1 inh – inhibitors of human serine peptidase HTRA1; Q92743; recombinant HTRA1, FP-rhodamine activity-based probe, fluorescence polarization; inhibition, % at 5.96 µM; hit rate 0.5% among 340,000; AID 504803; in the data active = inhibition above about 36%;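 note: 0% = enzyme with DMSO and 100% = wells lacking enzyme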
# Target sequence (Q92743 whole entry, looked up): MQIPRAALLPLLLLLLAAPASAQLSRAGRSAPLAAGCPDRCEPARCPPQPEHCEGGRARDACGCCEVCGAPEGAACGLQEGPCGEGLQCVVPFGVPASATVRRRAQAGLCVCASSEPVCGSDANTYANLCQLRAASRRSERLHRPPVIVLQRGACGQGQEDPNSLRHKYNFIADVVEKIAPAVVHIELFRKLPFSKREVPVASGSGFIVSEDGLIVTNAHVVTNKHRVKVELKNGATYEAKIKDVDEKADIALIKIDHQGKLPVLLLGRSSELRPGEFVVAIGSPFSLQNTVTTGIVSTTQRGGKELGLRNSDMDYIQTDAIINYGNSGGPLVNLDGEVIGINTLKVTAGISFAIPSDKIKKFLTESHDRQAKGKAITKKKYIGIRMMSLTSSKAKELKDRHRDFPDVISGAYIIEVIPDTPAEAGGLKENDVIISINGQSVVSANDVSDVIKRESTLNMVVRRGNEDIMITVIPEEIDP
# Starred values were filed as active, the others as inactive; · = not tested or not shown.
SMILES,ABHD4 inh,PG9 binder,TCR-CD3 inh,PRMT1 FP inh,NR1D1 modulator,SIAE primary,rCAG RNA binder,LEDGF integ inh,TDP2 absorb,HTRA1 inh
COc1cccc(NC(=O)CN(C)C(=O)c2cccc(S(=O)(=O)Nc3ccc(C)cc3)c2)c1,-2,-0.1,5,0,-1,-4,9,-2,-5,-15
Cc1ccc(C(=O)NCCc2nnc3ccc(NCCCN4CCOCC4)nn23)cc1,-2,0.0,-6,-3,-9,8,-6,-2,-3,3
O=C1CC(C(=O)N2CCN(c3ccccc3O)CC2)CN1Cc1ccccc1 (stereo not given),8,1.1,-6,2,3,8,0,-3,5,-1
Cc1ccc(NC(=S)N(C)C)cc1C,6,-2.9,6,-4,0,5,-4,-1,7,·
O=C(Nc1ccc(F)cc1)c1ccc2c(=O)n3c(nc2c1)CCCCC3,-3,-1.2,-4,3,1,-9,2,-4,-4,-18
CC(CC(=O)Nc1cccnc1)c1ccccc1 (stereo not given),1,-0.4,-9,-2,-3,-3,-1,1,9,0
O=C(O)c1ccccc1C=NN1CCCCCC1,1,0.2,7,-5,-8,5,6,1,-2,2
Cc1cccc(NC(=O)COC(=O)c2ccc(C)c(S(=O)(=O)N3CCCCC3)c2)c1,-9,-0.8,-5,-2,4,-9,7,-2,-9,-38
COc1ccc(Nc2nc(N)c(C(=O)c3ccc(OC)cc3)s2)cc1,9,-1.1,-1,-3,-3,11,11,-1,-2,18
CCOc1ccc(CCNc2nc3c(c(=O)n(C)c(=O)n3C)n2CC)cc1OCC,-2,-1.5,7,4,-2,7,-3,3,-11,0
CC(=O)OCCSc1c(-c2ccccc2)c2cc(Cl)ccc2[nH]c1=O,0,-0.7,6,-5,1,4,-5,2,1,-19
O=C(COC(=O)Cc1ccccc1F)NCCNC(=O)COC(=O)Cc1ccccc1F,-4,-1.7,7,-5,-1,-1,-6,0,0,5
Cc1ccc(Sc2nc3ccc(C)cn3c(=O)c2/C=N/O)cc1,1,-1.4,4,-1,0,-1,-3,7,-5,-5
CCN(C(=O)c1cc(S(=O)(=O)N2CCCC2)ccc1C)C1CCS(=O)(=O)C1 (stereo not given),2,-0.4,4,2,-10,-5,1,-4,1,8
C(=C\c1ccccc1)/CN1CCN(C(c2nnnn2C2CCCCC2)C2CC2)CC1 (stereo not given),2,0.6,3,6,9,-4,0,-3,1,·
CC(C)C[C@@H](COCc1ccc([N+](=O)[O-])cc1)N1CCN(C(=O)c2ccc(C(F)(F)F)cc2)CCC1=O,-1,1.7,0,1,5,4,-1,-2,-2,·
COCCCN1C(=O)C(CC(=O)NCc2cccc3ccccc23)CC(C(=O)N2CCOCC2)=C1C (stereo not given),1,-0.8,-1,4,5,-4,0,-8,-7,·
O=S1(=O)CCN(Cc2ccncc2)CC1,3,2.8,-3,-1,2,4,4,-2,7,11
CO/N=C/C(C#N)=C/c1ccc(OC)c(OC)c1,10,-2.7,-2,4,-3,0,-4,-3,-3,-2
CCC(=O)N1CCc2cc(S(=O)(=O)NC(C(=O)NCc3ccccc3)C(C)C)ccc21 (stereo not given),3,-1.4,4,-3,1,4,-5,-1,13,-6
CN(Cc1ccc(Cl)cc1)C(=O)c1ccccc1SCC(=O)N1CCCC1,2,0.0,6,0,2,10,-9,0,-8,-2
COc1ccc(CNC(=O)CN(CC2CCCO2)C(=O)CNS(=O)(=O)c2ccc(C)cc2)cc1 (stereo not given),0,-1.1,7,-2,-4,4,-5,-3,0,4
CCCn1c(N2CCN(CC(=O)c3c[nH]c4ccccc34)CC2)nc2c1c(=O)[nH]c(=O)n2C,-21,0.9,-7,2,4,-4,2,-1,-6,1
COc1ccc(-c2nc3ccc(Cl)cn3c2NC2CCCCC2)cc1SC1CCCCC1,-7,0.2,-7,4,3,-6,7,5,-1,-13
CCCCN(C)C(=O)c1cc2c(s1)-c1ccccc1S(=O)(=O)C2,-5,-0.5,2,-2,-6,1,1,5,-4,-3

# Continuation:
SMILES,ABHD4 inh,PG9 binder,TCR-CD3 inh,PRMT1 FP inh,NR1D1 modulator,SIAE primary,rCAG RNA binder,LEDGF integ inh,TDP2 absorb,HTRA1 inh
COc1cccc(C(C(=O)NCC2CCCO2)N(C(=O)Cn2nnc3ccccc32)c2ccc(NC(C)=O)cc2)c1 (stereo not given),4,0.0,4,-1,5,3,-4,4,5,5
COc1cc(NC(=O)CSCC(=O)Nc2cccc(C(F)(F)F)c2)c(Cl)cc1Cl,-37,-1.2,-11,8,2,-29,5,-1,-12,-24
Cn1cccc1C(=O)NC(=O)COC(=O)CNC(=O)CNC(=O)c1ccc(Cl)cc1Cl,3,-4.2,2,5,-9,4,0,3,7,7
COc1cc2c(cc1OC)CN(C(=O)c1cccc(S(=O)(=O)N(C)C)c1)CC2,0,-2.3,5,-3,1,-2,-3,2,0,3
Cc1nc(Nc2ccc(Br)cc2Br)c([N+](=O)[O-])c(=O)[nH]1,0,1.3,7,-2,0,-2,7,-1,11,-8
COCCN1CC(C(=O)NCCc2nc(C)c(C)s2)CCC1=O (stereo not given),-1,0.5,0,3,-3,0,0,0,2,3
O=C(c1cc(-c2ccccc2)n[nH]1)N1CCc2c([nH]c3ccccc23)C1c1ccccn1 (stereo not given),-22,-2.4,-3,2,1,-6,5,2,-9,-48
Cn1nnnc1SCc1ccccc1[N+](=O)[O-],-2,-1.4,1,-1,4,2,1,-2,2,6
OCC[C@@H]1C[C@@H](O)[C@H](O)[C@@]2(CCCc3ccccc3O2)O1,9,-2.0,1,1,-2,8,4,1,11,0
Cc1nn2c3c(cnc2c1-c1ccccc1)C(=O)CCC3,2,0.1,-2,0,-2,5,-3,2,6,6
C/C(=N/NC(=O)CNS(=O)(=O)c1ccccc1)c1ccc(Br)cc1,-6,0.4,0,-2,-5,-2,7,2,-9,-13
COC(=O)c1ccc(NC(=O)CNC(=O)C2CCCCC2)c(C)c1,-4,-0.8,5,1,-3,-2,0,-2,-8,5
Cc1ccc(S(=O)(=O)N2CCCCC2)cc1NC(=O)c1ccc2c(c1)OCO2,-6,-0.7,5,-2,-5,-2,2,-2,6,-11
CC(CC(=O)Nc1ccc(Cl)c(S(=O)(=O)N2CCOCC2)c1)c1ccccc1 (stereo not given),-1,-0.6,5,1,1,-3,2,2,12,-6
Oc1[nH]c2ccccc2c1/C=N/c1nccs1,0,-5.9,0,-1,-5,5,2,7,-14,3
NC(=S)N/N=C/c1coc2ccc(O)cc2c1=O,7,-1.6,0,6,-1,13,-1,3,-1,3
CC(C)Oc1ccc(S(=O)(=O)N2CCCCC2)cc1NC(=O)C1CSC2(C)CCC(=O)N12 (stereo not given),7,-1.1,2,4,9,-4,2,-6,-2,-7
Cc1ccsc1/C=N/n1c(=S)[nH]nc(C)c1=O,0,-1.2,4,-2,3,4,2,-3,-2,2
C[C@H](O)[C@@H]1C(=O)N2CCc3c([nH]c4c(-c5ccccc5)cccc34)[C@@H]2C[C@@H]1N(C)C(=S)Nc1ccc(C#N)cc1,-4,-0.9,4,-2,7,-21,7,-2,-4,·
N=c1c(S(=O)(=O)c2ccc(Cl)cc2)cc2c(=O)n3ccccc3nc2n1CCN1CCOCC1,-2,1.2,-5,2,3,-6,17,4,3,-10
COc1ccc(Nc2ccc([N+](=O)[O-])cn2)cn1,4,-2.0,-1,3,-2,1,-8,-1,-1,7
CCOCCCN1CC(C(=O)NCc2ccc3c(c2)OCO3)CC1=O (stereo not given),2,1.6,2,0,-6,-4,-2,-1,7,1
CC(C)(C)OCC(O)CN1CCN(C(=O)c2ccccc2)CC1 (stereo not given),-2,0.6,-3,6,-4,-10,-4,2,4,-2
CCOc1ccc2nc(N3CCCC(C(=O)NCCCN4C(C)CCCC4C)C3)sc2c1 (stereo not given),-4,-1.1,5,-5,-4,0,-3,0,6,12
COCCn1c(SCC(=O)N2CCCCC2)nc2cccnc21,6,-3.1,2,-2,2,-2,-3,-5,-10,1

# (cont.)
SMILES,ABHD4 inh,PG9 binder,TCR-CD3 inh,PRMT1 FP inh,NR1D1 modulator,SIAE primary,rCAG RNA binder,LEDGF integ inh,TDP2 absorb,HTRA1 inh
Cc1cc(=O)[nH]c2ccc(Cl)cc12,-5,-1.1,3,-3,6,0,2,0,4,-2
CCCC/C(O)=C1\C(=O)CCCC1=NCCc1c(C)[nH]c2ccc(OC)cc12,4,-0.8,3,-2,-2,7,3,0,20,-7
CCOC(=O)c1c(C)nc2c(c1C)c(=O)oc1ccccc12,5,-0.6,-3,1,-6,-5,-2,-4,-2,5
CCc1ccccc1N(CC)C(=O)CCc1nc(-c2ccc(C)cc2)no1,-8,-0.6,4,-3,-6,-4,-6,-1,-3,-44
O=C(CN1CCS(=O)(=O)CC1)N/N=C/c1cccc(C(F)(F)F)c1,0,-2.1,3,-1,1,-2,-3,3,3,6
COc1ccc(NC(=O)CSc2nnc(CC(=O)Nc3ccc(F)cc3)n2C)cc1,-4,1.1,-4,-6,2,-5,1,-1,-9,7
CC(C)(C)NC(=O)CSc1nnc(-c2ccncc2)o1,0,-1.8,-1,2,-6,-5,-1,1,-1,-6
Cc1nnc(NCCO)c2ccccc12,4,-2.0,-7,1,-1,-1,-1,-6,1,3
CCCCNC(=S)N1CCN(c2ccccc2Cl)CC1,-2,-0.3,5,-1,-6,3,-4,0,1,-11
FC(F)(F)c1cc(N2CCN(Cc3ccccc3)CC2)c2ccccc2n1,2,-1.7,-10,1,5,-4,-6,-3,-4,8
O=C(CSCc1ccccc1)N=Nc1c(O)[nH]c2ccccc12,-5,-3.9,7,-4,-3,2,5,0,-1,-7
Cc1cc(C(=O)N/N=C/c2ccc(C)o2)c2ccccc2n1,-1,-1.5,9,-4,4,7,0,-4,-13,0
CN1C(=O)N(C)C2CC1N(C)C(=O)N2C,6,-2.3,5,1,-5,-2,1,1,-2,2
O=C(CCS(=O)(=O)c1cc2c(cc1Cl)NC(=O)CO2)NCc1ccc(F)cc1,-1,0.1,2,-3,-2,-3,7,3,-13,-2
CCCc1c(C(=O)Nc2ccc(F)cc2C)cnn1-c1ccccc1,-1,-2.1,10,0,2,12,-9,1,6,-2
Cc1cc(N2CCN(c3ccc(C(F)(F)F)cc3[N+](=O)[O-])CC2)c2ccccc2n1,-5,-0.6,-3,1,3,-4,0,2,-13,-28
Cc1csc(C(C)N(C)C(=O)c2ccc(OC3CCN(Cc4ccccn4)CC3)cc2)n1 (stereo not given),-7,0.0,-1,-1,0,-4,-4,0,-8,6
COc1ccc(C2CC(C(F)(F)F)n3nc(C(=O)NCc4c(C)nn(C)c4C)c(Cl)c3N2)cc1 (stereo not given),-1,-1.4,-2,-2,5,6,-8,2,-6,-7
CC1(c2ccccc2)NC(=O)N(CC(=O)Nc2cc(C(F)(F)F)ccc2N2CCCCC2)C1=O (stereo not given),-17,-0.3,5,-1,4,-4,-3,-2,-4,-45

# Only part of the results is shown; the hit share may differ from the screen's.
